Screens deposited in PubChem by Broad Institute.
EWS-Fli block = EWS/Fli-driven NR0B1 reporter inhibitors, primary screen, A673 cells, NR0B1 luciferase, luminescence, MLPCN library. 350,000 compounds, 0.67% hits. inhibition, % at 12.6 µM. viability-normalised;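 active = mean inhibition of at least 50% after viability correction, with every replicate also passing that limit; inconclusive = mean reaches 50% but only one of two replicates passes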;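 note: firefly luciferase signal divided by Alamar Blue viability fluorescence both relative to DMSO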
SIRT5 inh = SIRT5 desuccinylase inhibitors, primary screen, biochemical, fluorescence imaging, single point, set 5; NAD-dependent protein deacylase sirtuin-5, mitochondrial (Homo sapiens), Q9NXA8; Purified SirT5, succinyl-peptide AMC, trypsin-coupled fluorescence; inhibition, % at 15 µM; 330,000 compounds, 1.1% hits; AID 652115, 2013; in the data active = inhibition above about 15%; inconclusive = no clear call, values can overlap the other calls
Target sequence (Q9NXA8 whole entry, looked up): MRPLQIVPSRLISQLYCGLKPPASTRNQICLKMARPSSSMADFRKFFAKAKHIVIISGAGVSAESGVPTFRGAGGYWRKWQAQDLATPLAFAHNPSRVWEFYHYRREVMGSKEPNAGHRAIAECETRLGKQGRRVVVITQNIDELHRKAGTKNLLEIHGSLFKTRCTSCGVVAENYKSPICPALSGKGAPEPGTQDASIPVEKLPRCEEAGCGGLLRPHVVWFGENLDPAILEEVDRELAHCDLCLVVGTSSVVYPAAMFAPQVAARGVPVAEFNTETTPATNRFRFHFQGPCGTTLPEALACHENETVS
Casp6 inh = human caspase-6 inhibitors, primary screen, biochemical, VEID-R110 fluorescence, single point, set 2; inhibition, % at 12.5 µM; purified caspase-6, Z-VEID-R110 cleavage fluorescence; P55212; 350,000 compounds, 0.53% hits;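 active = mean inhibition across replicates at least about 35%, with every replicate also reaching that limit, limit read from the data; inconclusive = only one of the two criteria met; inactive = neither criterion met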;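 note: 0% = median of neutral control wells and 100% = no fluorescence left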
Target sequence (P55212 24-179 limits assumed): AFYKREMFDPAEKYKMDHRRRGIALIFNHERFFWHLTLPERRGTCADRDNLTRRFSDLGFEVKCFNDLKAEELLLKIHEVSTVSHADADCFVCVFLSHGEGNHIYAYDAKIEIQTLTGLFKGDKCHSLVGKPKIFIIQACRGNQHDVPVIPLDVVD
Target sequence (P55212 194-293 limits assumed): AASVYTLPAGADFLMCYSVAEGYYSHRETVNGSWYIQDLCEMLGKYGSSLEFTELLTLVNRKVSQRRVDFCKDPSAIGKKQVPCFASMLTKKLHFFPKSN
LGR2 inh = inhibitors of bursicon-induced LGR2 CRE-luciferase signal, primary screen, cell-based, HEK293, CRE-luciferase reporter, bursicon stimulation; Drosophila bursicon receptor LGR2 (rickets); bursicon-stimulated, 4 h; inhibition, % at 9.99 µM; 380,000 compounds, 0.35% hits;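 active = drop in luminescence signal, shown as inhibition above about 50% in the replicate tests, limit read from the data, passing the limit was not always enough; inconclusive = probably only some replicates passing the limit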;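 note: agonist challenge used bursicon conditioned medium at about half maximal strength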
PAX8 inh HTS = inhibitors of PAX8-driven TPO luciferase reporter, primary screen, RMG-I cells, single concentration; inhibition, % at 12.6 µM; SteadyGlo, 24 h; 360,000 compounds, 1.2% hits;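 active = mean replicate inhibition at least 60% with every replicate also reaching 60%; inconclusive = only one of the two criteria is met; inactive = mean below 60% and not all replicates reaching 60%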;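 note: luciferase light reporting Pax8 driven TPO promoter activity; plate controls were median of neutral control wells for no effect and mitoxantrone controls for full effect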
ARNT-TACC3 inh = disruptors of ARNT/TACC3 protein interaction, primary screen, biochemical, AlphaScreen, single concentration | AID 623870, 2012 | AlphaScreen His-ARNT PAS-B/GST-TACC3 binding, luminescence; TACC3 fragment carries E629A point mutation | inhibition, % at 9.99 µM | Transforming acidic coiled-coil-containing protein 3 (Homo sapiens), Q9Y6A5 | 390,000 compounds, 0.66% hits;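 active = mean inhibition of replicates at least 50% and at least half of replicates each reaching 50%; inconclusive = half or more replicates reach 50% but mean below 50%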;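 note: 0% = complete ARNT plus TACC3 wells and 100% = ARNT alone without TACC3; many hits fall short of the cut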
DENV2 CPE rescue = inhibitors of DENV2 cytopathic effect, primary screen, cell-based, plate reader, single concentration. 350,000 compounds, 1.7% hits. CPE inhibition, % at 9.99 µM. DENV2-infected cells, cytopathic effect rescue; in the data active = CPE inhibition above about 20%, passing the limit was not always enough; inconclusive = no clear call, values can overlap the other calls; tested in BHK-21 cells;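 note: 0% = median of neutral control wells and 100% = median of positive control wells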
An asterisk follows results filed as active; ? = inconclusive; . = no result given; & = joins results of further samples.

Structure	EWS-Fli block	SIRT5 inh	Casp6 inh	LGR2 inh	PAX8 inh HTS	ARNT-TACC3 inh	DENV2 CPE rescue
CC(=O)N1[C@H](CN(CC2CCC2)C(=O)CC2CC2)[C@@H](c2ccccc2)[C@@H]1CO	5	-2	-1	10	-10	-7	-15
O=C(NCC1CCN(c2ccc(S(=O)(=O)N3CCOCC3)cc2)CC1)Nc1ccccc1F	11	0	-1	1	13	1	-1
C[C@H]1CN([C@@H](C)CO)C(=O)CCCn2nncc2CO[C@H]1CN(C)C(=O)c1ccccc1	-5&3	-2&-1	-2&1	5&-15	-19&-15	-8	15&-3
O=[N+]([O-])c1ccc2[nH]c(O)c(N=NC3CCS(=O)(=O)C3)c2c1 (stereo unspecified)	-7	25*	-1	19	-11	-9	2
COc1ccc2c(c1)c(CC(=O)OCC(=O)O)c(C)n2C(=O)c1ccc(Cl)cc1	5	-5	0	-20	-9	-1	-2
CNC(=S)N1CCN(c2nc(-c3ccc(Cl)cc3)cs2)CC1	-27	-6	-5	-10	-22	21	-16
CC(NC(=O)/C(C#N)=C1\N=C(NC(=O)c2cccs2)c2ccccc21)c1ccccc1 (stereo unspecified)	.	.	.	3	27	-4	.
CCOC(=O)C1CCCN(C(=S)Nc2ccc(F)cc2)C1 (stereo unspecified)	-1	-1	1	-14	-6	-7	0
COc1ccc(CNC(=O)CN2C(=O)CSc3ccc(S(=O)(=O)N4CCOCC4)cc32)cc1	6	0	0	.	-14	-5	-3
C[C@H](O)C#Cc1ccc2c(c1)O[C@H](CN(C)Cc1ccccn1)[C@@H](C)CN([C@H](C)CO)S2(=O)=O	-2	2	-1	-3	.	22	1
Cc1ccc(-c2[nH]ncc2C(=O)c2ccc(Br)cc2)c(O)c1	-8	5	6	-4	-6	6	-5
O=C(c1cc2ncc(Br)cn2n1)N1CCOCC1	1	2	24	-1	.	4	6
COc1ccccc1CNC(=O)COC(=O)C1CCN(c2ccc(C(F)(F)F)cn2)CC1	3	0	5	10	-22	-4	9
CN(CC(=O)Nc1ccccc1Cl)C(=O)COc1cccc2c1OC(C)(C)C2	3	-3	1	12	-6	-14	?
COc1ccc(-c2nc(=S)n3ccsc3n2)cc1OC	-18	-4	-1	-7	-38	4	3
CCOc1ccc(NC(=O)c2nn(-c3ccc(OC)cc3OC)c(=O)c3ccccc23)cc1	23	0	-4	.	8	.	-5
O=C(CC1CC1)Nc1ccc2c(c1)[C@H]1C[C@@H](CC(=O)N3CCCCC3)O[C@H](CO)[C@H]1O2	2	2	-3	-17	-17	8	-4
C[C@H]1CN([C@@H](C)CO)C(=O)c2cc(NC(=O)C3CC3)ccc2O[C@H]1CN(C)Cc1ccncc1	-1	2	-3	-9	-13	-3	-1
CC1(C)CC(=O)C(C=Nc2ccccc2C(=O)O)=C(O)C1	7	2	0	1	.	-5	.
COc1ccc(C(=O)COC(=O)C(O)c2ccccc2)c(OC)c1 (stereo unspecified)	-21	4	6	-54	-81	0	0
C[C@@H]1CN([C@@H](C)CO)S(=O)(=O)c2ccc(C#CC(C)(C)O)cc2O[C@@H]1CN(C)C	-7	-3	3	-20	.	-7	?
COc1ccc(C(=O)/C=C/C(=O)N(CC(=O)NC2CCCCC2)Cc2ccccc2)c(O)c1	83*	-5	2	100*	?	-1	3
CC(C)C(=O)N1CCN(c2ccc(NC(=O)c3ccc([N+](=O)[O-])o3)cc2)CC1	35	-1	3	4	97*	-2	.
O=C(c1ccccc1)C1C(=O)c2ccccc2C1=O	-13	1	2	-17	.	-1	-5
COc1ccc(/C=C/c2c(-c3ccc(OC)cc3)sc3cc(OC)c(OC)cc23)cc1	-4	-3	-1	0	26	2	-1
CC(Sc1nc(N)cc(N)n1)C(=O)Nc1ccc(N2CCOCC2)cc1 (stereo unspecified)	-9	0	7	-4	-11	9	3
COc1ccc(NC(=O)N(C)C[C@@H]2OCCCC[C@H](C)Oc3ccc(NC(=O)CCC(F)(F)F)cc3C(=O)N([C@H](C)CO)C[C@H]2C)cc1	0	4	-1	9	-9	-10	7
C[C@H](CO)N1C[C@H](C)[C@@H](CN(C)S(=O)(=O)c2ccccc2)Oc2ccc(NC(=O)Cc3ccccc3)cc2C1=O	-15&13	5	0&1	-15&-28	-6&18	-13&-8	5
Cc1cc(C)c(S(=O)(=O)Nc2ccc3[nH]c(=O)[nH]c3c2)c(C)c1	-17	.	-1	-4	20	-3	-8
CCC(=O)Nc1cc(C(F)(F)F)ccc1N1CCCC1	-8	0	1	.	2	2	3

Limited to ARNT-TACC3 inh, for five of the compounds above:
| Molecule | ARNT-TACC3 inh |
| --- | --- |
| COc1ccc2c(c1)c(CC(=O)OCC(=O)O)c(C)n2C(=O)c1ccc(Cl)cc1 | -1 |
| CNC(=S)N1CCN(c2nc(-c3ccc(Cl)cc3)cs2)CC1 | 21 |
| CC(NC(=O)/C(C#N)=C1\N=C(NC(=O)c2cccs2)c2ccccc21)c1ccccc1 (stereo unspecified) | -4 |
| CCOC(=O)C1CCCN(C(=S)Nc2ccc(F)cc2)C1 (stereo unspecified) | -7 |
| COc1ccc(CNC(=O)CN2C(=O)CSc3ccc(S(=O)(=O)N4CCOCC4)cc32)cc1 | -5 |

Fetched by compound from the list above:
Structure	EWS-Fli block	SIRT5 inh	Casp6 inh	LGR2 inh	PAX8 inh HTS	ARNT-TACC3 inh	DENV2 CPE rescue
COc1ccc2c(c1)c(CC(=O)OCC(=O)O)c(C)n2C(=O)c1ccc(Cl)cc1	5	-5	0	-20	-9	-1	-2
O=C(NCC1CCN(c2ccc(S(=O)(=O)N3CCOCC3)cc2)CC1)Nc1ccccc1F	11	0	-1	1	13	1	-1

Next section
Structure	EWS-Fli block	SIRT5 inh	Casp6 inh	LGR2 inh	PAX8 inh HTS	ARNT-TACC3 inh	DENV2 CPE rescue
O=C(Nc1ccccc1)c1cc(C2CCCCN2C(=O)c2ccccc2)on1 (stereo unspecified)	-4	-16	0	-16	12	.	7
COc1nc(OC)nc(Oc2ccc(Cl)cc2[N+](=O)[O-])n1	5	-9	2	-9	1	-3	-2
CC=Cc1ccc2n(c1=O)C[C@@H]1[C@@H](CO)[C@H](C(=O)NC3CCCCC3)N(CCC)[C@H]21 (mixture of isomers)	5	.	.	8	5	.	.
CO[C@H]1CN(C)C(=O)c2cc(NC(C)=O)ccc2OC[C@@H](C)N(C(=O)Cc2ccccn2)C[C@H]1C	-4	-3	-2	10	-33	-4	-3
COc1ccc(CN(C)C[C@@H]2OCCCC[C@@H](C)Oc3ccc(NS(=O)(=O)c4ccc(F)cc4)cc3C(=O)N([C@H](C)CO)C[C@H]2C)cc1	-19	0	2	1	-17	-3	11
CCc1nc2ccc(C(=O)NCc3ccc4c(c3)OCO4)cn2c1N(CC)Cc1cccc(Br)c1	11	-1	-4	10	-2	.	-4
O=C(NCc1ccco1)c1ccc(N2CCCCC2)c([N+](=O)[O-])c1	.	.	.	-21	-13	2	.
CC(C)[C@H]1CN=C2N(C[C@H](C)NC(=O)CCC3CCCCC3)[C@H](Cc3ccc(O)cc3)CN21	-2	.	0	.	-17	-6	-5
Cc1ccc(S(=O)(=O)N(C)C[C@H]2OCCCC[C@H](C)Oc3ccc(N(C)C)cc3C(=O)N([C@H](C)CO)C[C@@H]2C)cc1	1	0	-2	-3	32	5	-16
O=C(NNC(=O)c1ccccc1-c1ccccc1C(=O)O)c1cccc([N+](=O)[O-])c1	2	-3	3	-6	51	2	-5
Cc1cccc(-c2nc(C#N)c(N3CCC(C)CC3)o2)c1	-114	-5	1	-61	-170	.	2
C[C@H](NC(=O)C1CC(=O)N(c2ccc3c(c2)OCO3)C1)C(=O)NC1CCCCC1 (stereo partly specified)	-3	-5	2	-1	-13	-4	2
O=C(CN1C(=O)NC2(CCCC2)C1=O)NCC1CCCO1 (stereo unspecified)	12	-1	1	-16	-19	-3	-2
Cc1cccc(NC(=O)N2CCC(NC(=O)c3ccco3)CC2)c1	0	1	0	-6	16	-5	3
O=C(NC(O)C(=O)c1ccc(F)cc1)c1ccc(F)cc1 (stereo unspecified)	10	-3	-3	-8	-1	-10	2
CC(C)[C@H](NC(=O)c1ccccc1F)C(=O)Nc1ccc2c(c1)OCO2	-5	-1	-2	-3	-7	0	2
COc1ccccc1C(=O)NC(=O)Nc1nc(-c2ccccc2)cc(C(F)(F)F)n1	-35	-3	-2	-5	8	-3	8
COc1ccccc1CN1CC(C(=O)N(C)Cc2nc(C)cs2)CCC1=O (stereo unspecified)	.	-4	-1	0	-14	4	-9
Cc1ccc(C2=Nc3c(ccc4ccccc34)C(c3ccncc3)=NN2)cc1	24	-1	-3	.	-3	14	2
COCCn1c(-c2cccc([N+](=O)[O-])c2)nc2c1c(=O)[nH]c(=O)n2Cc1ccccc1	.	.	.	1	9	6	.
CCOc1ccc(C(=O)Nc2cccc3cccnc23)cc1	-17	-1	-1	-22	-4	-5	1
CCc1ccc(NC(=O)c2ccc(S(=O)(=O)NCc3cccnc3)cc2)cc1	-31	-1	-2	-13	-13	-1	3
C[C@@H]1CN([C@H](C)CO)C(=O)c2cc(-c3cccnc3)cnc2O[C@H]1CN(C)Cc1ccc(-c2ccccc2)cc1	57*	2	2	20	.	9	-5
CCOC(=O)C(=O)N/N=C/c1ccc(F)cc1	-4	-3	-3	1	-5	-3	-2
COc1ccc(CN(C)C[C@H]2Oc3ccc(NC(=O)Nc4ccc(OC)cc4)cc3CC(=O)N([C@H](C)CO)C[C@H]2C)cc1	-6	9	5	1	.	0	7
COc1cccc(C(=O)NCC2CCCN(C(=O)c3ccc(C=O)cc3)C2)c1OC (stereo unspecified)	-6	-6	-1	0	.	18	5
COc1ccc(Br)cc1S(=O)(=O)Nc1ncccc1C	-7	-6	-1	7	-12	-29	8
CC(=O)Nc1ccc(OCC(O)Cn2c(C(C)C)nc3ccccc32)cc1 (stereo unspecified)	-3	1	4	-21	5	28	-1
O=C(Nc1ccc(O)c(-c2nc3ccccc3s2)c1)c1cc(=O)c2ccccc2o1	.	.	.	23	21	-8	.
CCc1nc2ccc(C(=O)Nc3cccc(NS(C)(=O)=O)c3)cn2c1N(CC)Cc1cccc(Br)c1	12	6	-11	.	10	.	1

The listing continues:
Structure	EWS-Fli block	SIRT5 inh	Casp6 inh	LGR2 inh	PAX8 inh HTS	ARNT-TACC3 inh	DENV2 CPE rescue
CC(C)NC(=O)N(C)C[C@H]1Oc2ccc(NS(=O)(=O)c3cn(C)cn3)cc2CC(=O)N([C@@H](C)CO)C[C@@H]1C	-10	-4	9	1	6	-7	-5
CCOCCCNC(=O)c1cc2c(s1)-c1ccccc1SC2	-5	0	-1	5	-20	1	1
CCN(CC)c1ccc(S(=O)(=O)N2CCOCC2)cc1NC(=O)COC(=O)/C=C/c1ccccc1	4	-1	-1	-5	6	-9	11
CCC(=O)N1[C@H](C(=O)Nc2ccccc2)[C@@H](CO)[C@@H]2Cn3c(ccc(-c4ccncc4)c3=O)[C@@H]21	-2	-34	-2	1	-12	5	1

Complete entries from above. Order of screens: EWS-Fli block	SIRT5 inh	Casp6 inh	LGR2 inh	PAX8 inh HTS	ARNT-TACC3 inh	DENV2 CPE rescue
CC(C)NC(=O)N(C)C[C@H]1Oc2ccc(NS(=O)(=O)c3cn(C)cn3)cc2CC(=O)N([C@@H](C)CO)C[C@@H]1C reads -10	-4	9	1	6	-7	-5
CCN(CC)c1ccc(S(=O)(=O)N2CCOCC2)cc1NC(=O)COC(=O)/C=C/c1ccccc1 reads 4	-1	-1	-5	6	-9	11

This is a random part of the collection; 4.9% or so of the library scored in one or more.
